High-throughput results deposited in PubChem BioAssay by several laboratories.
MITF act = activators of MITF-driven TRPM1 promoter activity in SK-MEL-5 cells | SK-MEL-5 TRPM1-promoter luciferase, 24 h; % of positive control, neutral wells = 0 | activation, % at 12.5 µM | hit rate 0.75% among 300,000;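 active = mean activation of at least 80% with every replicate also reaching 80%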;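 note: 0% = neutral control wells and 100% = parthenolide positive control wells; values of inactives mirror those of a sister screen read the other way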
SR-BI DiI-HDL act = SR-BI HDL lipid transfer activation | CHO ldlA[mSR-BI] cells, DiI-HDL uptake fluorescence, 3 h; 100 = double the neutral-control signal | activation, % at 12.5 µM | hit rate 0.096% among 320,000 | AID 504775;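 active = mean replicate activation of at least 60% and every replicate at or above 60%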;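 note: 0% = median plate neutral-control signal and 100% = twice that signal; values of inactives mirror those of a sister screen read the other way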
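system = CHO ldlA[mSR-BI] cells, LDL receptor-null, SR-BI overexpressing | medium = Ham's F12 with 0.5% BSA, HEPES 25 mM, pH 7.4 | probe or stimulus = DiI-HDL 10 µg/mL | compound dosing = single-point compound dose | incubation = compound exposure 3 h, 37 °C | technique = DiI fluorescence, bottom read | read-out = cell-associated DiI fluorescence as measure of HDL uptake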
RTF Ca sens act = increases calcium sensitivity of human cardiac regulated thin filaments. IANBD-labeled TnC RTF fluorescence at EC20 calcium; 0% EC20 calcium, 100% full calcium. activation, % at 7.2 µM. hit rate 0.24% among 340,000. P19429+P45379;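 active = activation above the mean over all tested compounds plus 3 SD, cut at about 30% in these data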;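 note: rise in fluorescence read as greater calcium sensitivity of cardiac thin filaments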
Wnt bcat act = activators of Wnt/beta-catenin signaling | Wnt/beta-catenin reporter cell assay, activator, plate reader | activation, % at 9.35 µM | hit rate 1.2% among 300,000; in the data active = activation above about 30%, passing the limit was not always enough;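 note: 0% = neutral control wells and 100% = positive control wells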
CDK5 inh = CDK5/p35 (human) kinase inhibition | hit rate 0.01% among 330,000 | AID 488839 | inhibition, % at 10 µM | Recombinant CDK5/p35, ADP-Glo luminescence, 60 min;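 active = highest replicate inhibition of at least 50% and at least 75% of replicates reaching 50%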;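 note: plate controls were DMSO neutral control for no effect and GW8510 at 10 µM for full effect; many of its hits are not listed in these tables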
SR-BI HDL uptake = inhibitors of mouse SR-BI mediated HDL lipid uptake; Q61009; ldlA[mSR-BI] CHO cells, DiI-HDL uptake fluorescence, 3 h; inhibition, % at 12.5 µM; hit rate 0.96% among 320,000; AID 488896;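 active = mean replicate inhibition of at least 70% and a set share of replicates each scoring 70 or more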;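 note: 0% = median of neutral control wells and 100% = median of positive control wells; values of inactives mirror those of a sister screen read the other way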
Target sequence (Q61009 whole entry, looked up): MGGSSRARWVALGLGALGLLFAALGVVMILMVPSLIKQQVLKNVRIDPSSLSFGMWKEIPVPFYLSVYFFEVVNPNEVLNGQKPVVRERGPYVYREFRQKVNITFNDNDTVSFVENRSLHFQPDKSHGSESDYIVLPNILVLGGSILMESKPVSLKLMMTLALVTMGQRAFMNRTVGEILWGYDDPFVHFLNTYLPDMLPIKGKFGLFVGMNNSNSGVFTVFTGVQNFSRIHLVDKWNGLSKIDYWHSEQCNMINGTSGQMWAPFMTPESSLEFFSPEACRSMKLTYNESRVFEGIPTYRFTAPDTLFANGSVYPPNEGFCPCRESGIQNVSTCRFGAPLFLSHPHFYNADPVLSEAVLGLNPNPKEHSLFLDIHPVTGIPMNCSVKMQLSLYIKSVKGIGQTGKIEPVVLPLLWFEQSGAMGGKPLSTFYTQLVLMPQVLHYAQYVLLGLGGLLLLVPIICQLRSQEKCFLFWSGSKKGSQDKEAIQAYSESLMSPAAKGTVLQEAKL
Rtt109 HAT inh = blocks Candida albicans Rtt109/Vps75 acetyltransferase activity; purified Rtt109/Vps75, ThioGlo CoA-SH fluorescence, 4 h; hit rate 0.16% among 330,000; inhibition, % at 34.9 µM; AID 540336;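 active = inhibition of at least 50% in every replicate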
Target sequence (Q5AAJ8 whole entry, looked up): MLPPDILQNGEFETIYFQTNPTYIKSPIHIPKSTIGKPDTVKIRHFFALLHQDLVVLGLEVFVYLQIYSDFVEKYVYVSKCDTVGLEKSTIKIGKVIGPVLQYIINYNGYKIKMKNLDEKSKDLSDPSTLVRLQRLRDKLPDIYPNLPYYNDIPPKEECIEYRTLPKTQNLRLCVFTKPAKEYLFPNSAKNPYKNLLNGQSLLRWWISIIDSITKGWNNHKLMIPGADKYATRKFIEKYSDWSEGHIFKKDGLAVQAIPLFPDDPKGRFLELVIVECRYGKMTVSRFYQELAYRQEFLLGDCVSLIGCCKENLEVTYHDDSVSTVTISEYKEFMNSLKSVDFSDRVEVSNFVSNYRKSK
HTR5A ag ctr = HTR5A agonism, opioid heterodimer counter-screen; HTR5A agonist assay, luminescence, cell-based; P47898; activation, % at 9.3 µM; AID 504692; hit rate 0.61% among 340,000; in the data active = activation mostly above about 9.5%, no sharp cut-off; inactive = mostly below about 7.6%;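 note: 0% = cells with vehicle only and 100% = reference agonist; strong numbers were not always called active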
PvdQ acylase = P. aeruginosa PvdQ acylase inhibition; purified PvdQ acylase, fluorescence plate reader; inhibition, % at 10 µM; hit rate 0.063% among 340,000; in the data active = inhibition above about 30%, passing the limit was not always enough;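 note: 0% = vehicle neutral wells and 100% = reference inhibitor wells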
dFosB act = activators of mouse delta FosB homodimer | purified delta FosB, TAMRA-CDK5 oligo fluorescence polarization; percent of positive-control signal above neutral wells | activation, % at 25 µM | hit rate 0.99% among 340,000;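 active = mean activation above about 17%, with every replicate also reaching it, limit read from the data, passing the limit was not always enough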;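 note: fluorescence polarization rise as delta FosB binds a TAMRA Cdk5 AP-1 oligo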
An asterisk follows results filed as active; / = no result given. Rows were taken by chance (roughly 4.4% active in at least one column).

Compound	PvdQ acylase	Rtt109 HAT inh	Wnt bcat act	dFosB act	HTR5A ag ctr	SR-BI HDL uptake	RTF Ca sens act	SR-BI DiI-HDL act	CDK5 inh	MITF act
O=C(Nc1ccccc1N1CCCC1)c1ccc(F)c(S(=O)(=O)N2CCOCC2)c1	-9	14	-3	0	6	55	-8	-55	1.6	-2
COc1ccc(-c2noc(CCC(=O)NCCCN3CCN(c4ccc(F)cc4)CC3)n2)cc1	-5	2	-2	-5	-1	2	-4	-2	1.1	12
COC(=O)CSc1nc2c(c(-c3ccc(C)o3)c1C#N)CCCC2	-13	12	/	-13	-3	-6	1	6	0.2	2
COc1cc(CN2CCC(C(=O)N3CCCC(C)C3)CC2)cc(OC)c1O (stereo not drawn)	-1	/	/	-5	0	-12	0	12	2.3	7
COc1ccc(-c2ncc(CN3CCC(CO)(Cc4cccc(OC)c4)CC3)cn2)cc1	-2	-2	8	-2	4	/	-2	/	1.6	1
Cc1nc(CC(C)C)cc(C(=O)N2CCCC(CNS(=O)(=O)c3cccs3)C2)n1 (stereo not drawn)	9	60*	-1	-7	-2	-3	6	3	1.4	5
CCCCCCN1C=CC(=C/C=C(\C#N)C(=O)OCC)C=C1	14	2	/	-10	-4	-2	141*	2	1.6	11
COc1ccc(CNC(=O)CN(Cc2ccccc2Cl)C(=O)c2csnn2)cc1	-9	14	-3	-2	1	-36	-1	36	1.0	-2
COc1ccc(CCNC(=O)c2ccc3ccccc3n2)cc1OC	-8	-1	-3	5	4	-1	-3	1	0.0	-2
O=C(C[n+]1ccccc1)c1ccc(Cl)cc1	-17	0	-2	-3	-6	4	2	-4	-0.9	18
CCOc1ccccc1NS(=O)(=O)c1cc2c3c(c1)CC(=O)N3CCC2	-10	-2	2	0	-2	-11	1	11	1.1	-8
CCOC(=O)Cc1csc(NC(NC(=O)CC)(C(F)(F)F)C(F)(F)F)n1	-7	6	1	2	1	13	-5	-13	-0.3	3
Cn1cc(S(=O)(=O)N2CCN(c3ccc(F)cc3)CC2)c(=O)n(C)c1=O	-2	8	-1	2	-4	-9	1	9	0.4	-1
CC(=O)c1c(-c2ccccc2)c2ccccc2[nH]c1=O	0	3	14	-4	-7	-4	-5	4	0.3	4
O=C(CSc1nnc(-c2ccccc2)c2ccccc12)NCC1CCCO1 (stereo not drawn)	-6	-39	/	-5	0	1	-2	-1	-1.0	0
Cc1noc(C)c1NC(=O)Nc1ccc2c(c1)C(=O)N([C@H](C)CO)C[C@H](C)[C@@H](CN(C)S(=O)(=O)c1cccs1)O2	7	-3	-4	-7	2	-10	-5	10	-0.9	15
COC(=O)c1ccccc1OC(=O)c1cccnc1	-7	-9	-2	4	2	-27	-5	27	-1.0	-1
O=C(CN1C(=O)/C(=C/c2ccccc2F)Sc2ccccc21)NCCCN1CCOCC1	-8	-2	0	-5	-4	25	-1	-25	-1.0	8
CSCCC1Nc2ccc(S(=O)(=O)N3CCOCC3)cc2NC1=O (stereo not drawn)	-6	10	5	-4	1	1	2	-1	0.4	5
Cc1cccc(N2CCN(c3ccc(NC(=O)/C=C\C(=O)O)cc3)CC2)c1	12	3	4	-7	-3	0	-7	0	-0.4	3
Cc1ccccc1NS(=O)(=O)c1cc(C(=O)NCc2ccco2)ccc1C	6	-1	-2	-11	-5	16	0	-16	0.4	7
COc1ccc(Nc2ccc([N+](=O)[O-])cc2[N+](=O)[O-])cc1	15	8	-1	-4	1	-14	-4	14	-0.5	-10
NC(=O)C1CCN(C(=O)COc2ccc3ccccc3c2Br)CC1	4	7	1	-2	2	-2	-2	2	-2.0	-2
CCOC(OCC)c1cc2ccccc2cn1	-18	-6	3	-3	-3	-6	6	6	-0.6	7
CNC(=O)CN(C1CCCCC1)S(=O)(=O)c1ccc(F)cc1	-13	-3	/	0	1	-22	3	22	0.7	/
COc1ccccc1NCc1nnc(-c2ccccc2)o1	-11	-3	1	-5	-2	8	7	-8	-1.1	/
CC(C)C(=O)Nc1ccc(C(=O)Nc2nnc(C(C)C)s2)cc1	-16	-14	1	-9	-5	52	1	-52	0.5	28
CC(=O)c1ccc(Oc2nc(-c3cccnc3)nc3ccccc23)cc1	-11	/	3	-49	-4	12	2	-12	1.0	8
Cc1ccc(N2C(=O)N3[C@H](c4ccc(F)cc4)[C@@H]4C(=O)N(C5CCCCC5)C(=O)[C@@H]4[C@]3(Cc3ccccc3)C2=O)cc1	4	7	-8	2	6	-3	2	3	0.3	/
O=c1cc(CO)occ1OCc1cccc(F)c1	-12	-12	/	-2	5	-19	0	19	-2.5	12
N#CCSc1nnc(C2CCCCC2)n1-c1ccccc1	1	-2	5	-1	2	-33	-4	33	2.2	/
CCc1ccccc1N1C(=O)C(Cl)=C(N2CCOCC2)C1=O	-12	-2	4	-1	-2	26	10	-26	-0.8	/
CC1(C)CC(=O)C=C(Nc2ccccc2C#N)C1	-8	-10	0	-4	10	-1	-1	1	0.2	/
CCC(C)[C@H](NC(=O)N1CCn2c1nc1ccccc12)C(=O)NCCc1ccc(OC)c(OC)c1 (stereo partly drawn)	-12	2	0	-28	/	19	-1	-19	-0.2	-14
Cc1ccc(CNc2ccc(N3CCOCC3)c(C(=O)O)c2)s1	-2	2	/	1	1	1	-1	-1	-0.1	/
COCCNC(=O)c1onc(CSc2cccc(OC)c2)c1C(=O)O	-9	-11	-2	-11	5	-48	3	48	-1.1	4
C/C(=N\NC(=O)c1ccncc1)c1cccs1	-14	-1	-1	5	-5	6	-2	-6	0.3	13
COc1ccccc1CNC(=O)COC(=O)C1CCN(c2ccc(C(F)(F)F)cn2)CC1	-15	-4	2	-17	3	-24	-11	24	-0.1	2
O=C1CSC(=S)N1N=Cc1ccc(Cl)s1	7	0	-4	-7	1	-5	-7	5	-0.3	3
N#Cc1nc(-c2ccco2)oc1N1CCC(Cc2ccccc2)CC1	-10	-2	/	-3	3	-8	-4	8	0.0	/
C[C@H](CO)N1C[C@H](C)[C@@H](CN(C)Cc2ccc(-c3ccccc3)cc2)Oc2c(NC(=O)c3ccncc3)cccc2C1=O	-7	10	-3	0	1	-3	-5	3	-1.4	-17
O=C(Nc1ccccc1N1CCCC1)C1CCN(C(=O)c2ccc(Cl)cc2)CC1	7	13	-2	-9	6	34	3	-34	-0.4	-6
O=C(c1ccccc1)c1cc2c(cc1[N+](=O)[O-])OCCO2	-3	1	0	0	3	-9	-1	9	0.3	/
Cc1nn(C)c(C)c1S(=O)(=O)N1CCC(C(=O)NC2CCCCC2)CC1	-21	-7	-3	-1	-3	-21	0	21	1.5	-1
C/C(=N\NC(=O)C1COc2ccccc2O1)c1ccc(Cl)s1 (stereo not drawn)	-13	1	1	-9	-3	-4	6	4	2.8	3
Cc1cc(Nc2nc(Cl)c(Cl)cc2Cl)n(-c2ccccc2)n1	-6	-8	/	-3	1	41	-1	-41	4.3	-5
Cc1c(Cl)cccc1-n1c(SCC(=O)NCc2cccs2)nnc1-c1ccncc1	2	1	/	-4	-4	-13	3	13	3.4	4
CCCC(=O)Nc1ccc(C(=O)N/N=C/c2cccnc2)cc1	-7	-3	/	-4	-5	-17	2	17	-4.8	14
FC(F)(F)c1cc(Oc2ccccc2)ncc1-c1nnc(-c2ccccc2Cl)o1	-5	6	1	-10	-1	11	10	-11	-1.1	10
C/C=C/c1ccc(OCCn2nnc3ccccc32)c(OC)c1	-15	9	10	-7	-1	13	-5	-13	0.4	/

More structures.
Compound	PvdQ acylase	Rtt109 HAT inh	Wnt bcat act	dFosB act	HTR5A ag ctr	SR-BI HDL uptake	RTF Ca sens act	SR-BI DiI-HDL act	CDK5 inh	MITF act
CCn1c(Sc2ccc([N+](=O)[O-])cn2)nnc1-c1ccco1	-3	1	-14	2	1	-31	-5	31	-2.1	9
O=C(CN1CCOCC1)Nc1ncc(Cc2cccc3ccccc23)s1	-11	-6	-2	-18	0	3	-6	-3	2.9	7
COc1cc(NC(=O)CC(C)n2ccnc2)cc(OC)c1 (stereo not drawn)	-11	-9	6	0	-1	-7	0	7	1.2	-2
CC(NC(=O)c1cccc(Cn2cc([N+](=O)[O-])cn2)c1)c1ccc(C(C)(C)C)cc1 (stereo not drawn)	-12	-1	-5	7	3	4	2	-4	-0.6	-18
Cc1ccc2c(c1)c(=O)c(Br)c(C)n2Cc1ccccc1	-11	-1	2	-8	2	33	-3	-33	1.9	-6
Cc1ccccc1C(=O)Nc1ccccc1Sc1ccccc1	-7	3	/	3	3	10	-4	-10	-2.8	-6
C/C(=N\NC(=O)c1ccccn1)C12CC3CC(CC(C3)C1)C2	-10	/	2	-1	6	-10	-3	10	-0.9	52
CCCc1nnc(-c2ccc(OC)cc2)o1	-7	7	0	-1	-2	5	-6	-5	-0.8	18
COCCn1c(=S)[nH]c2cc(C(=O)N3CCc4ccccc4C3)ccc2c1=O	-10	3	-1	6	-2	-4	4	4	-1.0	4
CCC(=O)N(CC)c1nc(-c2ccc(OC)cc2)cs1	-5	-3	26	-7	0	87*	-4	-87	0.8	72
N#C/C(=C\c1cc2c(cc1Br)OCO2)c1ccc(C(=O)O)cc1	-7	-10	-4	-2	-5	1	7	-1	-3.0	/
COC(=O)c1sc(-c2ccc(Cl)cc2)cc1NC(=O)c1ccccc1C(=O)O	8	3	19	-22	5	-2	-11	2	1.1	/
COc1ccccc1NS(=O)(=O)c1cc(NC(=O)c2ccncc2)ccc1N1CCOCC1	0	1	2	-10	-1	-12	-4	12	0.4	0
CCSc1ccc(NC(=O)c2cccnc2)cc1	-4	-2	37*	-6	1	7	2	-7	0.5	/
Cc1[nH]n2c(=O)cc(Cc3ccccc3)nc2c1C#N	-15	0	/	0	4	0	3	0	1.5	6
O=C(CCNC(=O)c1ccc(Br)cc1)NCCCN1CCCC1=O	-7	0	0	-6	6	-23	5	23	0.0	-6
CSc1nc(-c2ccccc2)nc(N2CCN(C)CC2)c1C(C)=O	-12	4	-2	2	3	19	-7	-19	-1.1	/
O=C(c1ccoc1)N1CCC2(CC1)Oc1ccc(F)cc1C(=O)C21CC(c2ccc(Cl)cc2)=NO1 (stereo not drawn)	-22	-1	-5	5	6	12	4	-12	-6.2	1
CCn1c(SCC(=O)Nc2ccc(OC)c(OC)c2)nnc1-c1ccco1	-10	1	1	-5	0	2	-2	-2	1.0	8
C=CCn1c(SCC(=O)NC2CCCC2)nc2c([nH]c3ccccc32)c1=O	-11	1	7	-1	5	3	1	-3	-4.7	-9
CC(=O)NCCOc1cccc2ccccc12	-16	-4	/	-8	0	16	5	-16	0.8	-11
